Compound activity from PubChem BioAssay.
ATG4B inh = ATG4B protease inhibitors, primary screen, biochemical, fluorescence, uHTS. inhibition, % at 8.33 µM. Cysteine protease ATG4B (Homo sapiens), Q9Y4P1. 0.51% of 340,000 active. ATG4B cleavage of LC3-PLA2, NBD-HPC fluorescence, 1 h; in the data active = inhibition above about 40%
tim10-1 inh = growth inhibitors of tim10-1 mutant yeast, primary screen, luminescence, uHTS; inhibition, % at 20 µM; S. cerevisiae tim10-1 ts strain growth, BacTiter-Glo, 24 h; 2.2% of 330,000 active;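 active = inhibition of at least 40%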;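 note: mutant grown at 25 °C; 0% = DMSO wells with yeast and 100% = wells holding no yeast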
Apaf-1 inh = inhibitors of human Apaf-1 apoptosome, primary screen, biochemical, DEVD-Rh110 fluorescence, uHTS. Apoptotic protease-activating factor 1 (Homo sapiens), O14727. inhibition, % at 20 µM. 0.71% of 330,000 active. AID 489030, 2010. reconstituted apoptosome caspase-3 activity; active = inhibition of at least 40% at 20 µM;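 note: plate controls were DMSO wells for no effect and DEVD-CHO caspase inhibitor wells for full effect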
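Medium: Hepes buffer, pH 7.5 / System: biochemical Apaf-1 apoptosome reconstitution / Measured by: Rh110 fluorescence, excitation 480 nm, emission 540 nm / Times: compound with Apaf-1, dATP, procaspase-3 30 min, then 50 min reaction, room temperature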
NLRP3 yeast inh = NALP3 inflammasome inhibitors in reconstituted yeast, primary screen, luminescence, uHTS; AID 2825, 2010; 0.39% of 330,000 active; inhibition, % at 10 µM; Yeast reconstituted NLRP3/ASC/caspase-1, beta-gal luminescence, 24 h;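 active = inhibition of 50% or more; inactive = inhibition below 50%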;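 note: plate controls were induced DMSO wells for no effect and uninduced yeast grown without galactose for full effect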
mIAP activ = activators of mouse IAP, primary screen, biochemical, luminescence, uHTS | intestinal alkaline phosphatase [Mus musculus] | muIAP, CDP-Star luminescence, 30 min; stronger effect = higher value; 1 = vehicle-only enzyme signal, 0 = enzyme-free wells | activation factor at 10 µM | 0.24% of 330,000 active;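 active = activation factor of at least 2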; note: the source names both 10 and 20 µM as test concentration; values of inactives mirror those of a sister screen read the other way
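Assay system: mouse IAP enzyme; Reagent: CDP-Star chemiluminescent phosphatase substrate; Compound: DMSO-dissolved test compounds; Incubation: 30 min, room temperature; Technique: luminescence from enzymatic CDP-Star hydrolysis; Controls: DMSO-only wells and no-enzyme negative control.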
hIAP inh = human IAP inhibitors, primary screen, biochemical, luminescence, uHTS | purified IAP, CDP-Star luminescence, 30 min | AID 2544, 2010 | 0.12% of 330,000 active | inhibition, % at 10 µM | Intestinal-type alkaline phosphatase (Homo sapiens), P09923;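 active = inhibition reaching a set limit with compound at 10 µM in the primary screen, cut at about 35% in these data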;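 note: plate controls were DMSO wells with enzyme for no effect and no-enzyme buffer wells for full effect; values of inactives mirror those of a sister screen read the other way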
hIAP act = human IAP activators, primary screen, biochemical, luminescence, uHTS; Intestinal-type alkaline phosphatase (Homo sapiens), P09923; purified human IAP, CDP-Star luminescence, 30 min; stronger effect = higher value; 1 = vehicle-only enzyme, 0 = enzyme-free background; activation factor at 10 µM; 0.16% of 330,000 active; AID 2524, 2010;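 active = activation factor of the enzyme at least 2-fold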; note: the source names both 10 and 20 µM as test concentration; values of inactives mirror those of a sister screen read the other way
mIAP block = inhibitors of mouse IAP, primary screen, biochemical, luminescence, uHTS. inhibition, % at 10 µM. purified mouse IAP, CDP-Star luminescence, 30 min. 0.2% of 330,000 active. intestinal alkaline phosphatase [Mus musculus]. AID 2806, 2010;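 active = inhibition of at least 40% at 10 µM in the primary screen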;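 note: plate controls were DMSO with enzyme for no effect and no enzyme wells for full effect; values of inactives mirror those of a sister screen read the other way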
TIM10 inh = growth inhibitors of isogenic TIM10 control yeast, primary screen, counter-screen for tim10-1 yeast inhibitor project, luminescence, uHTS; S. cerevisiae TIM10 strain growth, BacTiter-Glo luminescence, 24 h; inhibition, % at 10 µM; 1.4% of 330,000 active;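 active = inhibition of 40% or more at the single tested concentration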;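 note: wild-type TIM10 isogenic control strain grown at permissive 25 °C; 0% = DMSO yeast wells and 100% = minimal medium wells without yeast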
Starred values were filed as active, the others as inactive; / = not tested or not shown.

SMILES	ATG4B inh	tim10-1 inh	Apaf-1 inh	NLRP3 yeast inh	mIAP activ	hIAP inh	hIAP act	mIAP block	TIM10 inh
O=C(c1cc(C2CC2)on1)N1CCCC(N2CCN(c3cccc(C(F)(F)F)c3)CC2)C1 (centres undefined)	2	23	31	17	0.94	5	0.95	6	25
O=C1CC(c2ccccc2)Oc2cc(O)ccc21 (centres undefined)	-7	18	-2	-15	1	9	0.91	0	30
CN(CC(=O)Nc1ccccc1Cl)C(=O)c1ccc(COc2ccccc2)cc1	-3	7	11	28	1	13	0.87	0	-18
CC(C)CCNc1nnnc2c1sc1nc(N3CCOCC3)c3c(c12)CC(C)(C)SC3	-12	25	9	9	0.85	-6	1.1	15	9
C=CCN(CC=C)c1cnn(-c2nc3ccccc3[nH]2)c(=O)c1Cl	-6	15	-14	-2	0.92	-11	1.1	8	15
COc1ccc(S(=O)(=O)Nc2ccccc2C(=O)NC(C)C)cc1OC	2	-9	-5	6	1	-16	1.2	-4	4
CSc1ccc(C#N)cc1NC(=O)c1ccc(Cl)cc1Cl	-8	0	6	30	0.95	7	0.93	5	-7
Cc1ccc(C)c(NC(=O)CN(C)C(=O)[C@@H](NC(N)=O)C(C)C)c1	-2	-4	-4	16	1	4	0.96	-1	-13
Cc1cc(NS(=O)(=O)c2ccc(NC(=O)C(c3ccccc3)c3ccccc3)cc2)no1	-4	10	24	5	1.1	-1	1	-5	8
CCOC(=O)Nc1ccc2ncn(C)c(=O)c2c1	-4	1	5	3	0.99	8	0.92	1	-1
O=C(Nc1ccc(S(=O)(=O)Nc2ncccn2)cc1)c1ccccc1NS(=O)(=O)c1ccc(Cl)cc1	4	1	6	11	0.83	-12	1.1	17	8
CCOc1ccc(/C=N/Nc2ccccn2)cc1OC	-9	12	-18	-2	0.92	0	1	8	7
CC(=O)N1c2ccc(S(=O)(=O)N3CCC(C(=O)N4CCN(c5ccccc5)CC4)CC3)cc2CC1C (centres undefined)	-5	5	6	2	1.1	2	0.98	-7	19
O=C(C(=O)N1CCc2ccccc2C1)c1cn(CC(=O)N2CCCC2)c2ccccc12	27	10	-1	11	1.1	13	0.87	-6	6
C=C(C)c1cccc(C(C)(C)NC(=O)Nc2cc(C)ccc2OC)c1	-2	23	10	4	1.2	1	0.99	-19	19

Entries of single compounds as entered above:
Record of CCOC(=O)Nc1ccc2ncn(C)c(=O)c2c1 = ATG4B inh: -4; tim10-1 inh: 1; Apaf-1 inh: 5; NLRP3 yeast inh: 3; mIAP activ: 0.99; hIAP inh: 8; hIAP act: 0.92; mIAP block: 1; TIM10 inh: -1
Record of Cc1cc(NS(=O)(=O)c2ccc(NC(=O)C(c3ccccc3)c3ccccc3)cc2)no1 = ATG4B inh: -4; tim10-1 inh: 10; Apaf-1 inh: 24; NLRP3 yeast inh: 5; mIAP activ: 1.1; hIAP inh: -1; hIAP act: 1; mIAP block: -5; TIM10 inh: 8

Continuation:
SMILES	ATG4B inh	tim10-1 inh	Apaf-1 inh	NLRP3 yeast inh	mIAP activ	hIAP inh	hIAP act	mIAP block	TIM10 inh
COc1cccc(Nc2c(F)c(OC)c(F)c(F)c2C(=O)O)c1	3	-3	-11	16	1	5	0.95	-1	1
CCn1c(O)c(C=Nc2ccccc2)n(-c2ccccc2)c1=S	-5	20	3	6	0.91	-11	1.1	9	17
COc1ccc(-c2nc3cc(C)ccn3c2NC(=O)c2c(F)cccc2Cl)cc1	-3	-1	8	2	0.95	1	0.99	5	7
Nc1c(C=C2C=CC(=O)C=C2)c(=O)nc2sc(CC(=O)N3CCCCC3)nn12	11	0	-2	8	0.88	-10	1.1	12	17
CCOC(=O)Nc1cccc(OCC(=O)Nc2ccccc2OC)c1	-13	34	8	16	1	11	0.89	0	42*
COC(=O)c1ccccc1NC(=O)CSc1ncccn1	7	12	-13	0	0.92	2	0.97	8	12
CCOC(=O)N1CCC(NC(=O)c2ccc3c(c2)N=C(CC)c2cc(C)ccc2S3)CC1	0	19	12	9	0.94	8	0.92	6	16
COc1cc(SC)ccc1C(=O)Nc1ccc(Cl)cn1	-1	26	17	28	0.94	5	0.95	6	17
COc1ccc(N2CCN(C(=O)c3cc(-c4cc(OC)ccc4OC)nc4ccccc34)CC2)cc1	10	32	26	4	1.1	19	0.81	-7	14
CC1CN(c2ccc(NC(=S)NNCCC#N)cc2)CC(C)O1 (centres undefined)	-3	-15	-10	13	0.99	0	1	1	-8
O=C1NC(=O)/C(=C/c2ccc(-c3cc(C(=O)O)ccc3Cl)o2)S1	26	9	16	10	0.71	-11	1.1	29	-1
CC(=O)C1(C)N(O)C(C)(C)C(c2ccco2)=[N+]1[O-] (centres undefined)	5	11	2	9	0.94	7	0.93	6	3
COc1ccc(-c2csc(/C(C#N)=C\c3ccc(O)c([N+](=O)[O-])c3)n2)cc1OC	10	7	18	31	0.77	19	0.81	23	12
C[C@@H]1C=CC(=O)O[C@@H]1c1ccc(C(F)(F)F)cc1	/	39	4	-8	1	7	0.93	-2	29
COc1ccc([N+](=O)[O-])cc1N(CC(=O)NC1CCCCC1)S(C)(=O)=O	2	30	15	19	1.1	4	0.96	-8	-11

Molecules above with a COOH group, in the order listed:
SMILES	ATG4B inh	tim10-1 inh	Apaf-1 inh	NLRP3 yeast inh	mIAP activ	hIAP inh	hIAP act	mIAP block	TIM10 inh
COc1cccc(Nc2c(F)c(OC)c(F)c(F)c2C(=O)O)c1	3	-3	-11	16	1	5	0.95	-1	1
O=C1NC(=O)/C(=C/c2ccc(-c3cc(C(=O)O)ccc3Cl)o2)S1	26	9	16	10	0.71	-11	1.1	29	-1

(cont.)
SMILES	ATG4B inh	tim10-1 inh	Apaf-1 inh	NLRP3 yeast inh	mIAP activ	hIAP inh	hIAP act	mIAP block	TIM10 inh
CC(NC(=O)CCNC(=O)c1ccc(C(C)(C)C)cc1)c1ccccc1 (centres undefined)	-5	12	12	1	1.1	4	0.96	-6	4
CCn1c(CSc2nc(C)cc(C)n2)nnc1SCC(=O)N1CCCc2ccccc21	9	15	-7	6	1.1	-6	1.1	-9	6
O=c1[nH]ncc2c3ccccc3n(Cc3cccc(Cl)c3)c12	-10	5	14	37	1.1	-17	1.2	-7	15
COc1ccc(OC)c(S(=O)(=O)N2CCC(C(=O)NCCc3ccc(OC)c(OC)c3)CC2)c1	-5	2	1	13	1.1	-30	1.3	-8	7
Cc1ccc(C(=O)Cn2nnc(-c3ccccc3)n2)cc1	1	-23	2	17	1	5	0.95	-3	1
CC1CCC(NC(=O)c2nn(C)c3c2CSc2ccccc2-3)CC1 (centres undefined)	0	26	14	18	1	-26	1.3	-3	2
C=CCn1c(SCC(=O)N2CCOCC2)nc2scc(-c3ccco3)c2c1=O	-3	16	8	8	0.96	-21	1.2	4	6
CN(C)c1cc[n+](CC(=O)Nc2ccc(Cl)c([N+](=O)[O-])c2)cc1	2	18	15	32	0.98	-8	1.1	2	-5
S=c1[nH]nc(Cc2cccc3ccccc23)o1	-2	-12	1	8	0.99	3	0.97	1	4
CC(C)=CC(=O)OCC(=O)Nc1cc([N+](=O)[O-])ccc1F	-3	5	-1	19	1.1	-4	1	-7	-6
COc1ccccc1CNC(=O)C1CCCN(S(=O)(=O)c2ccc3c(c2)CC(C)N3C(C)=O)C1 (centres undefined)	-5	12	0	1	0.91	8	0.92	9	6
Cc1ccccc1S(=O)(=O)Cc1ccc(C(=O)NCCCN2CCN(C)CC2)o1	-4	6	-2	14	0.96	0	1	4	-25
Cc1ccc2[nH]c(=O)c(C3=NN(C(=O)CCC(=O)O)C(c4cccs4)C3)c(-c3ccccc3)c2c1 (centres undefined)	-4	8	-2	1	0.99	18	0.82	1	18
CCN(CC)S(=O)(=O)c1ccc(C(=O)Nc2cccc(C)c2)cc1	-1	5	2	47	1.1	-15	1.1	-14	6
CCOC(=O)c1c(C)n(C)c2c1cc(OC(C)=O)c1ccccc12	-5	1	0	14	0.94	-3	1	6	-3
CCC(=O)Nc1ccc(NC(=O)CSc2nc3cc4c(cc3cc2C)CCC4)cc1	-15	10	-9	3	0.97	0	1	3	17
COc1cc2c(cc1OC)C(c1ccc([N+](=O)[O-])cc1)NCC2 (centres undefined)	1	-5	-1	10	1.1	-6	1.1	-5	4
O=C1C2C3C=CC(CC3)C2C(=O)N1c1nccs1 (centres undefined)	-4	16	9	-13	1	4	0.96	-2	-15
COc1cccc(-n2nnc3c(=O)n(Cc4cccc(C)c4)cnc32)c1	-10	36	9	32	0.88	8	0.92	12	7
CCOc1ccc2nc(NC(=O)COC)sc2c1	-9	21	2	11	0.96	-5	1.1	4	6
CSc1nnc([C@H](C)NC(=O)OC(C)(C)C)o1	-4	10	-2	0	0.95	14	0.86	5	-1
C=CCNC1=C(Cl)C(=O)c2ccccc2C1=O	-2	37	40	12	0.95	-8	1.1	5	36
Cc1ccc(S(=O)(=O)N2CCN(Cc3ccco3)CC2)cc1C	-12	16	5	26	0.98	10	0.9	2	14
CCCCN1CCc2[nH]c(=S)[nH]c(=O)c2C1	3	-7	-1	2	0.89	3	0.97	11	-1
CCN1CCN(CCCNC(=O)C(=O)c2c(C)[nH]c3ccccc23)CC1	5	3	-6	10	1	1	0.99	-3	4
Cc1onc(-c2ccccc2Cl)c1C(=O)N1CCN(S(=O)(=O)c2ccc(F)c(F)c2)CC1	-1	13	17	-9	1.1	-6	1.1	-7	1
CCC(C(=O)O)P(=O)(c1ccc(Cl)cc1)c1ccc(Cl)cc1 (centres undefined)	2	9	-8	7	0.99	-6	1.1	1	13
C[C@H](NC(=O)c1nc[nH]c1C(=O)N[C@H](C)c1ccccc1)C(=O)OCc1ccccc1	-16	27	15	3	0.91	-25	1.3	9	27
Cc1nn(CC(=O)N2CCN(C)CC2)c(=O)c2ccccc12	-3	10	-11	13	1	6	0.94	-1	-17
O=C(CC1C(=O)NCCN1Cc1ccccc1F)NC1CCCCCC1 (centres undefined)	/	31	-8	-2	0.97	1	0.99	3	12
COCCn1c(SCC(=O)N2CCCc3ccccc32)nc2c(c1=O)SC(C)C2 (centres undefined)	-4	15	5	11	1	2	0.98	-4	-1
Cc1ccc(-c2nn(CCC(=O)O)cc2CCC(=O)O)cc1	0	20	-4	6	0.96	2	0.98	4	-15
Cc1nc(-c2cc(-c3ccc(Cl)cc3)no2)cs1	2	15	2	20	1	18	0.82	-2	11
Cc1cccc(/C=N/NC(=O)c2ccc(NC(=O)c3ccc(F)cc3)cc2)n1	-11	-21	4	13	0.9	-9	1.1	10	5
COc1ccc(-c2nc3n(c(=O)c2C#N)CCCS3)cc1	2	7	-6	2	0.91	13	0.87	9	8
CCN(C(=O)c1ccc2c(=O)n3c(nc2c1)CCCCC3)c1ccccc1C	-4	38	5	7	0.95	13	0.87	5	18
CCN(CC)S(=O)(=O)c1cccc(C(=O)OCc2cc(=O)n3nc(C)sc3n2)c1	-12	23	4	16	1.1	3	0.97	-9	-18
CC(C)c1nnc(NC(=O)CCC(=O)Nc2ccc(F)cc2)s1	-9	-15	2	12	0.99	-14	1.1	1	-16
